Source: PubChem (Southern Research Specialized Biocontainment Screening Center)
Salmonella PhoP GFP: PhoP regulon inhibitors, Salmonella typhi PhoP promoter GFP reporter, confirmatory (AID 1850) | inhibition, % at 50 µM; hits with a dose series show IC50 in µM | 310,000 tested, 0.33% active | Salmonella Typhi PhoP-promoter GFP reporter, fluorescence, 4 h; higher % means a stronger effect; in the data active means a potency from the dose series; inconclusive means inhibition mostly from about 25% at the one dose, without a potency; inactive means the rest, 99 in 100 with inhibition below about 19%;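 further: 0% = induced wells with vehicle and 100% = uninduced wells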
VEEV TC-83 Vero: inhibitors of VEEV TC-83 cytopathic effect, confirmation, Vero cells (AID 588727); Vero cells, VEEV TC-83 cytopathic effect inhibition; higher % means a stronger effect; inhibition, % at 20 µM; hits with a dose series show IC50 in µM; 350,000 tested, 0.13% active; in the data active means a potency from the dose series; inconclusive means inhibition mostly from about 14% at the one dose, without a potency; inactive means the rest, 99 in 100 with inhibition below about 12%; further: strong numbers were not always called active
H1N1 NS1A inhibition: NS1A inhibition, H1N1 influenza, cell based functional assay (AID 504329) | NS1A functional cell-based assay, percent inhibition; higher % means a stronger effect | inhibition, % at 12.5 µM, or IC50 in µM where a hit was titrated | 340,000 tested, 0.3% active; in the data active means a potency from the dose series; inconclusive means inhibition above about 27% without an active follow-up result; further: strong numbers were not always called active
H37Rv inhibition: M. tuberculosis growth inhibition, HTS (AID 449762) | M. tuberculosis H37Rv growth inhibition, 7H9 media; higher % means a stronger effect | inhibition, % at 25 µM; hits with a dose series show IC50 in µM | 330,000 tested, 0.59% active; in the data active means a potency from the dose series; inconclusive means inhibition above about 70% without an active follow-up result;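 further: bacterial growth assessed after seven days of incubation; strong numbers were not always called active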
M. tuberculosis: growth inhibition of non-replicating M. tuberculosis (AID 488890); Mycobacterium tuberculosis non-replicating, growth inhibition; higher % means a stronger effect; inhibition, % at 25 µM; hits with a dose series show IC50 in µM; 320,000 tested, 0.39% active; in the data active means a potency from the dose series; inconclusive means inhibition mostly from about 82% at the one dose, without a potency; inactive means the rest, 99 in 100 with inhibition below about 76%;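 further: plate controls were DMSO cells for no effect and high antibiotic wells for full effect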
VEEV TC-83 Vero 10K pilot screen: second read-out of VEEV TC-83 Vero, no call of its own (marks repeat the call); inhibition, %; measured here: 10K pilot screen inhibition
* marks the source's active call; other numbers are inactive results; i = inactive; ? = inconclusive; . = no result given. This is a random part of the collection; 1.5% or so of the library scored in one or more.

SMILES | Salmonella PhoP GFP | VEEV TC-83 Vero | H1N1 NS1A inhibition | H37Rv inhibition | M. tuberculosis | others
O=C(CCC(=O)N(CC(=O)NC1CCCCC1)CC1CCCO1)Nc1nccs1 (stereo not drawn) | -8% | 0.6% | 11% | -1% | 0% | VEEV TC-83 Vero 10K pilot screen=0.4
CCN(CC(=O)Nc1ccc2c(c1)OCCO2)C(=O)/C=C/c1cccc(Br)c1 | 0% | 9.8% | -3% | 6% | -2%
Cc1nnc(N2C(=O)C(=O)/C(=C(/O)c3ccc4c(c3)OCCO4)C2c2ccc([N+](=O)[O-])cc2)s1 (stereo not drawn) | 7% | i | 3% | 9% | -4%
O=C(NC(=S)Nc1ccc2c(c1)OCCO2)c1ccccc1F | 6% | 1.8% | 0% | -10% | 50%
Cc1ccc(C(=O)Oc2coc(CSc3nnc(NC(=O)c4cccs4)s3)cc2=O)cc1C | 5% | 0.6% | -4% | -12% | -17%
O=C(Nc1ccc2nn(-c3ccccc3)nc2c1)c1ccc2c(c1)OCO2 | -6% | 1.1% | 1% | -8% | 13% | VEEV TC-83 Vero 10K pilot screen=1.4
CSCCC(N=C1NS(=O)(=O)c2ccccc21)C(=O)NCc1ccccc1F (stereo not drawn) | -3% | 5.9% | -3% | -16% | 1%
CC1=CS(=O)(=O)CC1SC(=S)N(C)C1CCS(=O)(=O)C1 (stereo not drawn) | 1% | 0.2% | 2% | 3% | 23%
COc1ccc2[nH]c(=O)c(-c3noc(-c4ccccc4)n3)cc2c1 | 2% | 12% | 9% | 15% | 9% | VEEV TC-83 Vero 10K pilot screen=6.2
CC1CCCC(NC(=O)CCNC(=O)c2ccccc2Cl)C1C (stereo not drawn) | -2% | 0.3% | 8% | -12% | 10%
COc1cc2nc(Nc3cccc(F)c3)nc(N)c2cc1OC | -17% | 11% | 3% | 35% | 45%
CNc1nc(-c2ccc3c(c2)CCN3S(=O)(=O)c2ccccc2)c(C)s1 | -15% | 2.6% | 7% | -13% | 35%
O=C(Nc1nncs1)c1cccnc1Cl | -5% | i | 8% | -6% | -14%
CC(=O)C1=NN(c2ccccc2)C(c2cccs2)N1c1ccccc1 (stereo not drawn) | 3% | . | . | -3% | 54%
CC(C)N(CCCNC(=O)C1CCN(S(=O)(=O)N2CCOCC2)CC1)Cc1ccccc1 | -17% | 1.0% | 3% | -5% | 11% | VEEV TC-83 Vero 10K pilot screen=1.0
CCOC(=O)c1cc(-c2cccc(C(F)(F)F)c2)nc2nc(SC)[nH]c(=O)c12 | -2% | 3.3% | -5% | 0% | 6%
Cc1cccn2c(=O)c3cc(C(=O)NCCN4CCOCC4)c(=N)n(CCc4ccccc4)c3nc12 | 2% | 11% | 9% | ? | 12% | VEEV TC-83 Vero 10K pilot screen=7.5
COc1ccccc1NC(=O)CN(Cc1ccccc1)S(C)(=O)=O | 2% | 2.8% | -11% | -2% | -13%
CN(CC(=O)Nc1c(Cl)cccc1Cl)C(=O)c1cccc(S(=O)(=O)NCc2ccccc2)c1 | 2% | 6.8% | -4% | -6% | 5%
CCOc1cccc(C2C(C(=O)c3cccs3)=C(O)C(=O)N2Cc2cccnc2)c1 (stereo not drawn) | 9% | i | -6% | 0% | 15%
CNC(=O)Oc1ccccc1C1CCCCC1 | . | 0.2% | -1% | . | .
Cc1ccc(N2C(=O)[C@@H]3C(c4cccnc4)=NO[C@@H]3C2=O)c(C)c1 | 9% | i | -3% | 0% | -16%
Cn1nccc1C(=O)NC1CCN(Cc2ccccc2)CC1 | -15% | 2.2% | -4% | 0% | 4%
CC1OC(NCCc2ccccc2)C(O)C(O)C1O (stereo not drawn) | -1% | 2.1% | -2% | -4% | 6%
O=c1c2ccccc2cnn1-c1ccc(Br)cc1 | 1% | 5.7% | 2% | 8% | -5%
Cn1cccc1C(=O)OCC(=O)NCc1cccs1 | . | 0.5% | -20% | 8% | -15%
CCOc1ccc(NS(=O)(=O)c2ccc(OCC)c3ncccc23)cc1 | 1% | i | -6% | -5% | 6%
Cc1ccc(OCCn2cnc3sc(C(N)=O)c(C)c3c2=O)cc1 | 4% | . | . | 4% | 5%
CCCCSc1ccc2nc(-c3ccc(C#N)cc3)cn2c1 | 10% | 7.8% | -1% | ? | 76%
CCN(CC)CCCN1C(=O)C(O)=C(C(=O)c2ccco2)C1c1ccc(C)o1 (stereo not drawn) | -14% | i | 3% | -7% | .
Cc1ccc(SCc2cc(=O)n(C)[nH]2)cc1 | 0% | 0.5% | 2% | 6% | 32%
COC(=O)c1ccccc1OCCOCCOc1cccc2ccc(C)nc12 | -2% | 9.3% | 5% | -9% | 3%
COCCn1c(C)cc(C(=O)COC(=O)c2ccc(-n3nc(C)cc3C)cc2)c1C | 5% | 6.8% | -10% | -1% | 15%
COCCCn1c(=O)c2ccccc2n(CC(=O)Nc2ccc3c(c2)OCCO3)c1=O | -1% | 1.0% | -7% | 0% | -2%
CN(C)CCNC(=O)c1ccccc1 | 4% | 1.4% | 0% | -2% | -6%
Cc1ccc(C(=O)NC(NC(=O)c2ccc(C)cc2)C(Cl)Cl)cc1 | -3% | i | 8% | 2% | -8%
O=C(CSc1nnnn1-c1cccc2c1CCCC2)N1CCCC1 | -3% | 2.0% | 4% | -10% | .
Cc1cc2nccc(-c3ccccn3)n2n1 | -18% | 0.1% | -1% | -2% | -8%
COc1ccc(C(=O)NC2CCCc3c2cnn3-c2cccc(C)c2C)c(OC)n1 (stereo not drawn) | -4% | 3.8µM* | -7% | 6% | 34%
O=C(CN1CCN(Cc2ccc3c(c2)OCO3)CC1)Nc1ccc2[nH]c(=O)[nH]c2c1 | . | 2.0% | 1% | -7% | -5%
COc1ccccc1N1CCN(S(=O)(=O)Cc2ccccc2Cl)CC1 | 14% | 0.8% | 2% | 1% | 21%
CC(=O)Cn1cnc2c(cnn2-c2ccccc2)c1=O | -7% | 1.4% | -24% | -2% | -2%
CCOc1ccc(C(=O)c2ccc(OCC)c(N)c2)cc1N | -1% | 2.4% | 1% | -10% | 60%
O=C(Nc1ccc(N=Nc2ccccc2)cc1)c1cccc(Cl)c1 | 13% | 0.7% | 13% | -3% | -7%
O=C(CN(C(=O)CNC(=O)c1ccco1)c1ccc(F)cc1)NC1CCCC1 | -2% | i | 13% | -5% | -1%
CCCCn1c(SCC(=O)c2ccc(O)cc2O)nc2cc(S(N)(=O)=O)ccc21 | -5% | 2.2% | -2% | 9% | -2%
COc1cc(CNC(=O)c2ccc(Cn3nc(C)c(Cl)c3C)o2)cc(OC)c1 | -8% | i | 1% | -5% | 18%
CC(=O)Nc1ccc(NC(=O)CCc2nc3ccccc3c(=O)[nH]2)cc1 | -6% | 1.5% | -3% | 6% | -3% | VEEV TC-83 Vero 10K pilot screen=1.0
CCCC(NS(=O)(=O)c1ccc(OC)cc1)C(=O)O (stereo not drawn) | -3% | i | -2% | -9% | -11%
O=C(COC(=O)c1cc(Br)ccc1O)Nc1ccc2c(c1)OCO2 | . | 0.1% | -9% | 0% | 7.8µM*
Further results
SMILES | Salmonella PhoP GFP | VEEV TC-83 Vero | H1N1 NS1A inhibition | H37Rv inhibition | M. tuberculosis | others
Cc1cc(C)nc(SCC(=O)NC(=O)c2ccccc2O)n1 | . | 0.0% | 5% | 0% | -4%
CC(C)c1cccc(C(C)C)c1OC(=O)NC(=O)c1c(F)cccc1F | 1% | 3.0% | -7% | 0% | 33%
COc1ccc(CC(=O)Nc2ccc(N3CCCCC3)cc2)cc1 | -1% | 1.9% | 13% | -4% | 10%
Cc1ccc2c(c1)/C(=C/c1ccco1)C(=O)N2 | -5% | 8.4% | -3% | 6% | 30%
COC1=CC(=O)OC(c2ccco2)C1 (stereo not drawn) | . | 0.1% | -14% | . | .
CC(OC(=O)[C@@H]1CCCN1C(=O)c1cccs1)C(=O)Nc1cccc([N+](=O)[O-])c1 (stereo partly drawn) | . | 6.4% | -5% | 5% | 17%
Cc1cccc(OCC(=O)Nc2ccc3c(c2)nc(CCN2CCN(c4ccccn4)CC2)n3C)c1 | 20% | 11% | 1% | ? | ?
CCCCn1c(=O)[nH]c(=O)c2c1nc(-c1ccccc1F)n2Cc1ccccc1OC | 1% | 5.9% | 2% | 4% | 13%
O=C(c1cc2ccccc2o1)N(C1CC1)C1(C(=O)Nc2ccccc2)CCCC1 | -12% | i | 10% | -2% | 20%
CC(C)Sc1nc2c(cnn2-c2ccc(F)cc2)c(=O)[nH]1 | -19% | 1.5% | 6% | -3% | .
COc1ccc(C(=O)Nc2c3c(nn2-c2ccc(Cl)cc2)CS(=O)(=O)C3)cc1 | -11% | i | -14% | -7% | 7%
COc1cc(OC)cc(C(=O)N[C@H](C(=O)Nc2nnc(C3CC3)s2)C(C)C)c1 | 3% | 0.8% | 10% | -2% | 6%
CCOc1c(S(=O)(=O)NC2CC(C)(C)NC(C)(C)C2)ccc(Cl)c1Cl | -1% | 1.7% | 4% | -4% | 16%
COc1cc(-n2c(=O)c3ccccc3n(CC(=O)c3ccccc3)c2=O)cc(OC)c1OC | 9% | 0.5% | 3% | 34% | -10%
CCCn1nc2cc(C(=O)NCc3ccc4c(c3)OCO4)ccc2c1OCC | -6% | 0.7% | -4% | -5% | 13% | VEEV TC-83 Vero 10K pilot screen=0.9
O=C(O)CSC1CC(=O)N(c2ccc(Br)cc2)C1=O (stereo not drawn) | -5% | 1.1% | -2% | -14% | 16%
Cc1ccc(NC(=O)c2ccccc2NS(=O)(=O)c2ccc(F)cc2)cc1S(=O)(=O)N1CCCCC1 | 7% | 7.4% | -8% | -5% | 19%
Cn1cccc1C(=O)NC(=O)COC(=O)c1ccccc1Sc1ccccc1C#N | 0% | 0.6% | 10% | 2% | -4%
Cc1ccc(NC(=O)CSCC(=O)NNC(=O)c2nn(C)c(=O)c3ccccc23)cc1 | . | 0.1% | -9% | -3% | -4%
Cc1ccccc1-n1nnnc1SCC(=O)Nc1ccc(S(=O)(=O)N2CCCC2)cc1 | -13% | 0.6% | 3% | 0% | 13%
Cc1ccccc1C(=O)OCc1nnc(-c2ccc(Cl)cc2)o1 | -11% | 0.8% | -2% | -8% | 49%
Cc1ccc(S(=O)(=O)NNC(=O)Nc2cccc(C)c2C)c(C)c1 | -13% | 5.9% | -5% | 4% | 5%
CC1(C)Cc2ccccc2C(/C(=N/O)C(N)=O)=N1 | -1% | i | 4% | -1% | -2%
Cc1ccc(S(=O)(=O)NC(=O)Nc2nnc(C3CC3)s2)cc1 | 8% | 0.6% | -7% | -3% | -1%
COc1cc(NS(=O)(=O)c2ccc(NS(=O)(=O)c3ccccc3)cc2)nc(OC)n1 | 0% | 13% | 2% | 4% | -10%
Cc1c(Cl)cccc1NC(=S)NC1CCN(Cc2ccccc2)CC1 | 5% | 0.4% | 3% | -2% | ?
Cc1nc(N2CCOCC2)nc(OC(C)C)c1[N+](=O)[O-] | -3% | i | -8% | 0% | 17%
Clc1ccccc1Cn1nnc2c(Nc3ccccc3)ncnc21 | -5% | i | -4% | 4% | 14%
O=C(NN1C(=O)NC2(CCCCC2)C1=O)c1ccc(-c2ccc(Cl)cc2)o1 | . | 5.8% | -4% | -2% | 29%
COc1cc(NC(=O)c2ncn[nH]2)cc(OC)c1OC | . | 0.5% | 3% | . | .
Cc1nnc(SCCn2c(N3CC(C)CC(C)C3)nc3c2c(=O)n(C)c(=O)n3C)s1 (stereo not drawn) | . | 0.6% | 0% | . | .
Cc1ccc(NS(=O)(=O)c2cc([N+](=O)[O-])ccc2NNC(=S)Nc2cc(C)ccc2C)c(C)c1 | -4% | 7.3% | 21% | 4% | 69%
O=C(c1cccc2ccccc12)C1CCCN(C(=O)CCCn2cncn2)C1 (stereo not drawn) | 8% | i | -1% | 0% | 15%

4 entries from above, ordered by molecular weight, descending:
SMILES | Salmonella PhoP GFP | VEEV TC-83 Vero | H1N1 NS1A inhibition | H37Rv inhibition | M. tuberculosis | others
Cc1nnc(SCCn2c(N3CC(C)CC(C)C3)nc3c2c(=O)n(C)c(=O)n3C)s1 (stereo not drawn) | . | 0.6% | 0% | . | .
Cc1c(Cl)cccc1NC(=S)NC1CCN(Cc2ccccc2)CC1 | 5% | 0.4% | 3% | -2% | ?
Cc1ccc(S(=O)(=O)NNC(=O)Nc2cccc(C)c2C)c(C)c1 | -13% | 5.9% | -5% | 4% | 5%
Cc1ccccc1C(=O)OCc1nnc(-c2ccc(Cl)cc2)o1 | -11% | 0.8% | -2% | -8% | 49%
